# PrPC surface inh = cell surface PrPC inhibition, primary TR-FRET screen | P04156 | TR-FRET read-out | inhibition, % at 13.8 µM | 370,000 compounds, 0.43% hits; in the data active = inhibition above about 24%; note: 0% = median of the test wells and 100% = reference compound wells
# CCHF vOTU inh = CCHFV vOTU protease inhibition; Pep-AMC fluorescence; inhibition, % at 11.5 µM; 370,000 compounds, 0.55% hits; in the data active = inhibition above about 30%; note: 0% = vehicle wells with enzyme and 100% = no enzyme wells
# SARS 3CLpro inh = SARS-CoV 3CLpro protease inhibition | recombinant SARS-CoV 3CLpro, quenched FRET peptide cleavage | inhibition, % at 6 µM | 290,000 compounds, 0.14% hits | AID 1706; in the data active = inhibition above about 12%
# Anthrax LF inh2 = inhibitors of Bacillus anthracis lethal factor protease | P15917 | inhibition, % at 10 µM | 360,000 compounds, 0.12% hits | multiplex microsphere protease cleavage assay, LF; note: plate controls were buffer without enzyme for full effect and enzyme alone for no effect
# Rv3671c inh = inhibitors of M. tuberculosis serine protease Rv3671c. inhibition, % at 5.96 µM. P9WHR9. 320,000 compounds, 0.048% hits; in the data active = inhibition above about 38%;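 note: extracellular domain of Rv3671c used as enzyme; 0% = enzyme with DMSO and 100% = no enzyme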
# Target sequence (P9WHR9 whole entry, looked up, the tested form may be a part): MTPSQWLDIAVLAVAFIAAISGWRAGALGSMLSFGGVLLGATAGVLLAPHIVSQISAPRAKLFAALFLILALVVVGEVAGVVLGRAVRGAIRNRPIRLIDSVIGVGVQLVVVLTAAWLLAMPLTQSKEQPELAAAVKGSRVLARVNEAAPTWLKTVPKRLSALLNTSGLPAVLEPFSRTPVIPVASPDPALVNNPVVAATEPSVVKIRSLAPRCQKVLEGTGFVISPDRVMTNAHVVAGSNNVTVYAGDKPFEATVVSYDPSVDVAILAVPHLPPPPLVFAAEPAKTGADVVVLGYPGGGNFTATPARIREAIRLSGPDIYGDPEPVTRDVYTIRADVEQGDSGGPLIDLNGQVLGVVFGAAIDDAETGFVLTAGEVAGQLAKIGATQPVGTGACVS
# BoNT A protease = BoNT A light chain protease inhibition; multiplex microsphere protease substrate cleavage, flow cytometry; 360,000 compounds, 0.17% hits; inhibition, % at 10 µM; note: plate controls were buffer without enzyme for full effect and enzyme alone for no effect
# MazEF act = activators of E. coli MazEF toxin-antitoxin RNase | 350,000 compounds, 0.32% hits | activation, % at 20 µM | P0AE70 | FAM/BHQ RNA-DNA oligo cleavage fluorescence, 5 h; in the data active = activation above about 50%
# Target sequence (P0AE70 whole entry, looked up): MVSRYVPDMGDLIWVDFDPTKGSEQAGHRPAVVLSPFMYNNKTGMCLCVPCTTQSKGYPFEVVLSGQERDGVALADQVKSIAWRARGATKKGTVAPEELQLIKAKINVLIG
# VHR inh abs = inhibitors of human VHR1 phosphatase (DUSP3) | P51452 | recombinant VHR phosphatase, pNPP absorbance | inhibition, % at 13.3 µM | 290,000 compounds, 0.52% hits | AID 1654; in the data active = inhibition above about 50%; note: some compounds called inactive have numbers as strong as hits
# Target sequence (P51452 whole entry, looked up): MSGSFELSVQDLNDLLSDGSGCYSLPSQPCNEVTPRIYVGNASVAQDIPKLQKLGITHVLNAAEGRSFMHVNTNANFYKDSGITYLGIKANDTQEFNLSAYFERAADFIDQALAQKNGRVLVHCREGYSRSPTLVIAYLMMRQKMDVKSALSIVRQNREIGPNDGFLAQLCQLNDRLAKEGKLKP
# BoNT F protease = blocks Botulinum neurotoxin F light chain protease. Multiplex microsphere protease cleavage assay, flow cytometry. inhibition, % at 10 µM. 360,000 compounds, 0.22% hits; in the data active = inhibition above about 35%, passing the limit was not always enough; inconclusive = no clear call, values can overlap the other calls; note: plate controls were buffer without enzyme for full effect and enzyme alone for no effect
# PriA SSB inh = inhibitors of Klebsiella pneumoniae PriA binding to SSB C-terminal tail. AlphaScreen SSBct-PriA binding, biotinylated peptide. 430,000 compounds, 0.6% hits. inhibition, % at 33 µM; in the data active = inhibition mostly above about 37%, no sharp cut-off; inactive = mostly below about 20%;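 note: plate controls were negative control peptide for no effect and reference peptide for full effect; strong numbers were not always called active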
# The depositor's hits bear a star; ? = inconclusive; / = not tested or not shown; & = joins results of further samples. Cut-off read from the data, not from the text of the source, unless noted: active = inhibition above about 30%; inconclusive = no clear call, values can overlap the other calls; inactive = below that. An excerpt (hit frequency here may not be typical).
SMILES,PrPC surface inh,CCHF vOTU inh,SARS 3CLpro inh,Anthrax LF inh2,Rv3671c inh,BoNT A protease,MazEF act,VHR inh abs,BoNT F protease,PriA SSB inh
Cc1nc([N+](=O)[O-])c(C(=O)OCc2cccc(Br)c2)n1C,-12,-8,1,0,1,-0.1,-1,14,0,-10
CC1CCN(C(=O)COC(=O)c2cccc(S(=O)(=O)N3CCOCC3)c2)CC1,7,0,/,-7,/,-0.1,0,/,8,/
Cc1ccn2c(NC(=O)C(C)(C)Oc3ccc(Cl)cc3)c(-c3cccs3)nc2c1,-6,-8,0,0,-6,-0.2,2,10,1,11
O=C(NC1CCCCC1)C1CCN(S(=O)(=O)c2cccs2)CC1,-5,5,1,-2,5,0.8,-2,19,4,-7
CCC1(CC)Nc2ccccc2C(=O)N1c1ccc(OC)cc1,-4,-20,1,-16,11,?,2,12,?,-13
Oc1ccccc1Cl,-2,-3,/,0,-3,-0.9,11,/,-11,-8
COc1cccc(C2=NOC(C(=O)Nc3cc(OC)c(OC)c(OC)c3)C2)c1 (centres undefined),-3,9,-3,-4,-1,-2.8,-2,21,-3,-19
COc1ccc(C(O)P(=O)(Oc2ccccc2)Oc2ccccc2)cc1 (centres undefined),2,0,5,8,2,10,-5,/,5,-7
COc1cc(C=CC(=O)N2CCN(CC(=O)N3CCCC3)CC2)cc(OC)c1OC,-10,-11,/,-7,/,-0.4,5,/,4,/
COc1ccc(-n2c(SCC(C)=O)nc3sc(C)c(C)c3c2=O)cc1,7,-7,-7,0,2,1.3,18,2,?,-7
COc1ccc(NC(=O)c2c(F)cccc2Cl)cc1S(=O)(=O)N1CCOCC1,2,4,/,5,4,0.2,-5,/,-3,-13
COc1cccc2[nH]c3c(N4CCC(C)CC4)ncnc3c12,11,-5,3,0,11,0.3,17,8,-4,-7
CCN(CC)CCCC(C)Nc1nccc2cccc(Cl)c12 (centres undefined),-8,-5,/,-1,/,0.1,4,/,-8,-3
O=C(/C=C/c1cccc(F)c1)Nc1ccc(S(=O)(=O)N2CCOCC2)cc1,-4,20,/,4,-20,1.1,5,/,-4,-15
CCOc1ncnc2c1sc1nc3c(cc12)COC(C)(C)C3,10,19,/,-8,/,-0.8,1,/,7,3
CCN(C(=O)COc1cc(=O)n(C)c2ccccc12)c1cccc(Cl)c1,6,4,-5,1,-4,1.3,-7,-2,4,10
Cc1ccc2nc(SCC(=O)NCc3ccc(F)cc3)nc(=O)n2c1,0,8,/,/,5,/,5,/,/,-8&-3
O=C(Nc1cccc(F)c1)C1CCN(C(=O)c2ccco2)CC1,2,3,0,-2,2,0.5,0,-2,-1,0
CC(=O)N1CCOc2cc(S(=O)(=O)N3CCN(c4ccccc4)CC3)c(Cl)cc21,-1,9,-5,-5,-11,0.2,12,9,-5,5
O=C(NC(c1ccccc1)c1ccc2ccccc2n1)C1CCN(CCOc2ccc(Cl)cc2Cl)CC1 (centres undefined),-10,9,/,-4,/,-0.3,/,/,-1,/

# Entries of single compounds, looked up by structure. Order of values: PrPC surface inh	CCHF vOTU inh	SARS 3CLpro inh	Anthrax LF inh2	Rv3671c inh	BoNT A protease	MazEF act	VHR inh abs	BoNT F protease	PriA SSB inh
# `CC(=O)N1CCOc2cc(S(=O)(=O)N3CCN(c4ccccc4)CC3)c(Cl)cc21` is entered as -1	9	-5	-5	-11	0.2	12	9	-5	5
# `COc1cccc2[nH]c3c(N4CCC(C)CC4)ncnc3c12` is entered as 11	-5	3	0	11	0.3	17	8	-4	-7

# Next structures:
SMILES,PrPC surface inh,CCHF vOTU inh,SARS 3CLpro inh,Anthrax LF inh2,Rv3671c inh,BoNT A protease,MazEF act,VHR inh abs,BoNT F protease,PriA SSB inh
N#Cc1c(C#N)c(-c2ccccc2)n(-c2ccc(C(=O)O)cc2)c1N,-6,14,6,1,-4,0.2,-2,29,-3,10
CCC(C)C(CO)NCCCn1cnc2c(OC)ncnc21 (centres undefined),-1,-1,/,2,/,-0.5,11,/,-6,/
COCCCNC(=O)c1c[nH]c2ccc(S(=O)(=O)N(C)c3ccccc3C)cc2c1=O,2,11,-5,16,-8,-14,7,30,-62,-5
COc1ccc2[nH]cc(C=O)c2c1,8,2,-3,3,-3,-1.1,4,23,1,-5
Cc1noc(C)c1C(=O)Nc1ccc(S(=O)(=O)N2CCC(C)CC2)cc1,8,-6,/,-5,-1,1.2,-3,/,-2,-9
COC(=O)c1c(NC(=O)c2ccc(C)o2)sc2c1CCCCC2,-2,-5,-2,-10,/,-0.4,-7,18,1,-10
COc1ccc(C(CNC(=O)c2ccccc2SC)N(C)C)cc1 (centres undefined),-3,-2,-1,-4,2,-0.6,2,-4,3,18
COc1ccc(C(=O)Oc2ccc(-c3nnco3)cc2)cc1S(=O)(=O)N1CCOCC1,4,-8,/,6,-7,1.8,3,/,2,-11
Cc1cc(=O)oc(C)c1C(=O)N1CCCc2ccccc21,5,3,-7,0,14,-1.0,-5,20,6,-14
Cc1cccc(NC(=O)/C(C#N)=C\c2cccnc2)c1,8,-8,-3,0,-4,-1.8,-33,-8,-2,-5
CCOc1ccc(/C=C/C(=O)NCCc2ccc(OC)c(OC)c2)cc1,-2,0,-3,0,0,-0.1,-4,-4,0,-6
Cc1ccc(S(=O)(=O)/C(C#N)=C/c2c(N3CCOCC3)nc3c(C)cccn3c2=O)cc1,-9,8,3,6,0,0.8,-32,63,-2,-8
Cc1ccc(OCCC(=O)Nc2ccccc2C(=O)N2CCCCC2)cc1,-5,-2,/,-2,10,-1.9,-11,/,-15,-4
Cc1cc(Cl)ccc1NC(=S)NCC(C)C,8,-8,-3,-1,-15,-0.3,10,5,-3,-11
COCCCNC(=O)CC(NS(=O)(=O)c1ccc(C)cc1)c1ccco1 (centres undefined),2,12,6,-2,5,-0.4,-6,-4,10,-11
CCOC(=O)C1=C(COC(=O)COc2cc(C)ccc2C)NC(=O)NC1C (centres undefined),-8,4,/,-1,1,-3.7,-2,/,-1,-17
CC1CCC(NC(=O)c2cc3c(=O)n(C)c4ccccc4c3n2C)CC1 (centres undefined),-2,1,4,-2,-12,-0.5,-19,34,-9,-5
Cc1ccc(S(=O)(=O)N(C)C)cc1NC(=O)c1cc(C(C)(C)C)nn1Cc1ccccc1,3,2,2,2,4,1.2,-16,2,3,-10
Cc1ccnc(NS(=O)(=O)c2ccc(NC(=O)c3ccc(N4C(=O)CCC4=O)cc3)cc2)n1,-5,-6,4,-1,-23,0.5,-2,0,-4,-10
CC(NC(=O)CSc1ccccc1)c1ccccc1 (centres undefined),2,-1,3,-7,/,-0.6,3,5,12,-31
COc1ccc(C(C)=O)cc1CSc1nnnn1-c1ccc(O)cc1,-1,-1,3,-1,-2,0.0,10,17,5,-1
Cc1nc2ncnn2c(C)c1CCC(=O)NCc1ccc2c(c1)OCO2,-7,-1,-1,-2,-2,-0.2,7,25,-10,-18
CCOc1ccc(-n2c(C)nc3cc(C(=O)NCC4CCCO4)ccc32)cc1 (centres undefined),0,8,2,2,4,1.0,-13,29,2,1
COc1cccc(C(C(=O)NC(C)(C)C)N(CCc2ccccc2)C(=O)CCC(=O)Nc2cc(C)on2)c1OC (centres undefined),3,24,0,-11,1,-0.1,1,27,18,8
O=C(/C=C\Nc1ccc(Cl)cn1)c1ccc(Br)cc1,4,4,2,-5,-3,-3.5,-38,21,-21,-7
CCN1CCN(C(=O)C(C)Sc2nc3nc(C)cc(C)n3n2)CC1 (centres undefined),-6,-2,/,2,-6,-0.3,6,/,1,-2
Cc1cccc(C(C)C)c1NC(=O)COC(=O)CNS(=O)(=O)c1ccccc1,5,6,/,-1,1,5.3,2,/,19,-14
Cc1cc(OCc2cc(C(=O)N(C)CCOc3ccccc3)no2)cc(C)c1Cl,0,15,7,-5,-17,0.3,-16,2,2,-27
NC(=O)C1(S(=O)(=O)c2ccccc2)CCCCC1,6,3,2,0,3,0.8,-7,17,12,5
CCn1c(SCC(=O)NC(C)C)nnc1-c1cccs1,2,0,-4,-3,4,-0.3,2,18,-9,-4
N#CCCn1cc(C(=O)Nc2ccc([N+](=O)[O-])cc2)c(-c2ccc3c(c2)OCCO3)n1,-14,9,-1,-2,1,0.2,6,3,-2,11
COc1ccccc1/C=C/C=N/n1c(-c2ccc(F)cc2)n[nH]c1=S,-2,8,-2,-2,5,1.1,2,12,-1,/
Cc1ccc(SCC(=O)OCC(=O)NCCNC(=O)COC(=O)CSc2ccc(C)c(C)c2)cc1C,-4,11,/,3,2,3.9,5,/,2,-11
CCN(C(=O)Cn1cnc2ccccc2c1=O)C1CCS(=O)(=O)C1 (centres undefined),-1,8,/,-3,-1,-9.0,1,/,-4,-5
CCN(CC(=O)NC(=O)NCc1ccccc1)Cc1nc2ccccc2c(=O)[nH]1,14,-2,-3,-3,-2,-0.6,4,17,-2,-5
Cc1cc(C)cc(NC(=S)NCc2ccc(F)cc2)c1,6,3,6,0,5,-0.7,2,-7,2,-10
Cc1ccc(-n2cc(CN3CCN(Cc4nccn4C)CC3)c(-c3cccc(C)c3)n2)cc1,-3,10,2,-1,-3,-1.3,-4,20,-12,22
CCc1ccc(N2CC(C(=O)NC3CCCCC3C)CC2=O)cc1 (centres undefined),-17,-6,-8,-2,-20,0.7,-10,31,12,-8
COc1cc(NC(=S)N(C)C)c(OC)cc1Cl,-4,-13,2,2,1,0.0,4,12,4,-6
CC(C)CSc1nc(N2CCOCC2)c2c(c1C#N)CC(C)(C)SC2,-3,12,3,-5,-8,0.6,-12,25,-2,-14
COc1ccc2nc(NC(=O)C3CCN(C(=O)c4ccc(F)cc4)CC3)sc2c1,-7,1,2,-5,-3,-3.5,3,26,-10,5
COc1ccc(C[C@H](N)C(=O)N[C@H]2[C@@H](O)[C@H](n3cnc4c(N(C)C)ncnc43)O[C@@H]2CO)cc1,3,2,/,-1,4,-0.2,11,/,-8,2
CCOc1ccc(N2C(=O)C(Cl)=C(Nc3ccccc3O)C2=O)cc1,-9,-7,-2,1,-8,2.6,-4,20,1,13
CN(CC(=O)Nc1cccc(F)c1)C(=O)CCSc1ccc(F)cc1,11,-6,/,1,1,1.0,-27,/,7,6
CCOc1ccc(CNC(=O)C2CCN(S(=O)(=O)N3CCC(C)CC3)CC2)cc1OC,0,-1,/,-3,/,-0.1,11,/,0,/
CC(=O)N/C(=C/c1cccnc1)C(=O)Nc1ccc(Cl)cc1,-3,-5,/,1,-8,0.0,0,/,-1,-20
CCCCc1nnc(NC(=O)c2oc3ccc(OC)cc3c2C)s1,-3,3,/,2,-12,8.3,-2,/,2,-4
O=C(CCC(=O)N1CCN(c2ccccn2)CC1)Nc1nnc(C2CCCCC2)s1,-3,7,-6,2,7,0.0,2,22,4,-12
COc1ccccc1OCc1ccc(C(=O)NCc2cccnc2)o1,0,12,4,0,-5,-0.8,5,3,-12,-17
N#Cc1c(N)oc(-c2ccco2)c1-c1ccco1,-9,-2,-1,-5,10,-1.2,13,18,-15,-2

# (further entries)
SMILES,PrPC surface inh,CCHF vOTU inh,SARS 3CLpro inh,Anthrax LF inh2,Rv3671c inh,BoNT A protease,MazEF act,VHR inh abs,BoNT F protease,PriA SSB inh
CC1(C)CC(=O)c2c(oc3ccc(NS(=O)(=O)c4cccc5cccnc45)cc23)C1,7,-10,2,-1,1,-0.3,-18,31,2,-6
CCc1ccc2nc3n[nH]c(N)c3cc2c1,-21,-4,-2,3,-1,-0.8,11,32,0,-6
O=C(c1cncc(Br)c1)N1CCN(S(=O)(=O)c2ccccc2C(F)(F)F)CC1,-8,-1,17*,3,0,-1.1,9,7,-5,-9
O=C(O)C(O)c1ccccc1 (centres undefined),1&1,9&-3,-3,0&-4,-15&3,-0.1&-1.3,1&5,21,-2&-19,2
COc1cc(/C=C2\C(=O)NN(c3ccccc3)C2=O)cc([N+](=O)[O-])c1O,9,-2,6,-10,4,-1.1,0,4,-8,-8
COc1ccc(Nc2nnc(C)c3ccccc23)cc1C(N)=O,22,10,-4,-4,3,-1.4,9,-6,-19,-15

# Screens deposited in PubChem by several laboratories.
